CHT block: inhibitors of human choline transporter CHT. Q9GZV3. CHT-expressing cells, membrane potential dye, choline response; hits give low values. B-score at 10 µM. 0.86% of 310,000 active;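 active = B-score over 3 SD under the library average, and starting fluorescence ratio not unusually high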;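 note: choline stimulus applied at its EC90 after an EC20 pre-addition; B-score computed on integrated fluorescence ratio after choline addition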
Target sequence (Q9GZV3 whole entry, looked up): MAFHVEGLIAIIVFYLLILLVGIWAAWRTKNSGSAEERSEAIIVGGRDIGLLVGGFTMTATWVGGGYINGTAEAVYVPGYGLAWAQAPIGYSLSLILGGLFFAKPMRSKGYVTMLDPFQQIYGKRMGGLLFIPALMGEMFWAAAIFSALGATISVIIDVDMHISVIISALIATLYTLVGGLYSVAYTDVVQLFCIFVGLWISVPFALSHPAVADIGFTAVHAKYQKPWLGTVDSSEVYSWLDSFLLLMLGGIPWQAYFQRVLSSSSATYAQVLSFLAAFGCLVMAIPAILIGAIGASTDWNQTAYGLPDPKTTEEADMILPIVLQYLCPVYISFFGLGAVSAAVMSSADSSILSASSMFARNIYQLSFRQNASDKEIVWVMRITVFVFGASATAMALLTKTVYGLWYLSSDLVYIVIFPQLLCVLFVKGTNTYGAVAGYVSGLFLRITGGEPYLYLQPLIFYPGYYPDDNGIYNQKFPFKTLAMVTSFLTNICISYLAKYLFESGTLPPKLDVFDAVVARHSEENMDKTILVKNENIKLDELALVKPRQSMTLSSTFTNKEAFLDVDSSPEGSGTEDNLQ
Kir21 block: inhibitors of mouse Kir2.1 inward-rectifier potassium channel | P35561 | HEK293-Kir2.1, FluxOR thallium flux fluorescence; hits give low values | B-score at 10 µM | 0.85% of 310,000 active | AID 1672;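 active = fluorescence ratio B-score at or below minus 3 SD of library scores, with starting-brightness B-score within 2 SD, cut at about -4.2 in these data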;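 note: channel flux triggered by added potassium and thallium sulfate stimulus; B-score of peak minus minimum fluorescence over baseline after thallium stimulus; more negative B-score means stronger Kir2.1 block with less thallium influx; some compounds called inactive have numbers as strong as hits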
Target sequence (P35561 whole entry, looked up): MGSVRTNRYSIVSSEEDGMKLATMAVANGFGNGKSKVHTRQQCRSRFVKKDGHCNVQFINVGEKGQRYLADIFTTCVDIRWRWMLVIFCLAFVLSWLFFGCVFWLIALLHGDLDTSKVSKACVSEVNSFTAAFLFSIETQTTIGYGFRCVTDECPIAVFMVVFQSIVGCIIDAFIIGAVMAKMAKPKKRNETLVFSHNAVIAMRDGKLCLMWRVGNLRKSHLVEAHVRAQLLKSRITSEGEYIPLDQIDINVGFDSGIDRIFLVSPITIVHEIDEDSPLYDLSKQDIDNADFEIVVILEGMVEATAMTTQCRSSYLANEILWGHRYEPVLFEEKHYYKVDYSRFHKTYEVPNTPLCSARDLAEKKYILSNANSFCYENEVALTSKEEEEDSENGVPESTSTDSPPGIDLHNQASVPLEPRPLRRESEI
KCNQ2 block: KCNQ2 potassium channel inhibitors, primary screen, cell-based, CHO-K1, FluxOR thallium flux, B-score (AID 2156) | O88943 | 20 min; hits give low values | B-score at 10 µM | 1.1% of 310,000 active;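 active = fluorescence ratio B-score at most minus 3 library SDs, with starting brightness B-score within 2 library SDs, cut at about -5.5 in these data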
Numbers without * were called inactive; i = inactive; nt = not tested or not shown. No enrichment for hits; overall some 2.6% were active at least once.

CHT block	Kir21 block	KCNQ2 block	structure
i	-0.13	i	CCOC(=O)COc1coc(CN2CCN(c3ccc(F)cc3)CC2)cc1=O
i	-0.46	i	COCCNC(=S)Nc1ccccn1
i	-0.7	i	Cc1c(Cl)cccc1NC(=O)Cn1nc(C)n2cccc2c1=O
i	2.3	i	Cc1cc(NS(=O)(=O)c2ccc(NC(=O)CSc3nc4sc(C(=O)O)c(C)c4c(=O)[nH]3)cc2)no1
i	0.5	i	CS(=O)(=O)N1CCN(c2nnc(-c3ccccc3)c3ccccc23)CC1
i	1.3	i	COc1ccc(C(=O)Nc2cnccn2)cc1[N+](=O)[O-]
i	1.1	i	Cc1ccc(C)c(NC(=S)N(CCc2nc3cc(C)c(C)cc3[nH]2)Cc2cccnc2)c1
i	0.13	i	O=C(Nc1ccccc1)Nc1ccc2ocnc2c1
i	0.83	i	Cc1cc(NC(=O)CSc2ccccc2)no1
i	-1.6	i	COc1ccc(NC(=O)CN(C)C(=O)C2CC(=O)N(Cc3ccc(C)cc3)C2)cc1 (configuration not stated)
i	1.2	i	CCC(=O)Oc1cccc(C(=O)Nc2cccc(NC(=O)c3ccco3)c2)c1
i	0.6	i	COc1cc(NC(=O)c2nccnc2N)cc(C(=O)Nc2cccc(C(F)(F)F)c2)c1
i	0.19	i	O=c1[nH]c(SCc2ccc(Cl)cc2)nc2ccsc12
i	0.11	i	CC(=O)Nc1cccc(NC(=O)c2c(-c3ccccc3Cl)noc2C)c1
i	-0.01	i	COc1ccc(N(CC(=O)Nc2ccccc2Cl)S(=O)(=O)c2ccc(C)cc2)cc1OC
i	-0.48	i	Cc1cc2cc(CNC(=O)c3cccs3)ccc2n1C
i	-0.72	i	COCCNC(=O)CSc1nc2cc(OC)c(OC)cc2c(=O)n1Cc1ccc(OC)cc1
i	-0.93	i	CCCCCCSc1ccc([C@H]2N[C@@](Cc3ccccc3)(C(=O)OC)[C@H]3C(=O)N(C)C(=O)[C@@H]23)cc1OC
i	0.34	i	CCCCCc1cc(=O)oc2c(C(CCN3CCN(c4ccccc4)CC3)c3ccc4c(c3)OCO4)c(OC)cc(OC)c12 (configuration not stated)
i	-2.5	i	O=C(CN1C(=O)CCS(=O)(=O)c2ccccc21)Nc1ccccc1F
i	0.71	i	Brc1ccc(CN2CCN(c3ccccc3)CC2)o1
i	0.78	i	O=C(Cc1nc2ccccc2s1)c1ccc(O)cc1O
i	-0.43	i	Cc1ccc(NC(=O)Nc2ccccc2C(=O)NCc2ccccc2)cc1
i	0.07	i	Cc1ccc(NC(=O)c2oc3ccc(S(=O)(=O)N4CCOCC4)cc3c2C)c(C)c1
i	-1.8	i	CCC(=O)N1c2ccc(S(=O)(=O)NCCc3ccccc3)cc2CC1C (configuration not stated)
i	3	i	CCOc1cc(/C=N\n2nnnc2N)ccc1O
i	0.74	i	CCN1CCN(CCCNC(=O)c2ccc(NC(=O)C3=CSCCO3)cc2)CC1
i	1	i	CC(=O)c1cccc(S(=O)(=O)N2CCC(c3nc4ccccc4[nH]3)CC2)c1
i	0.29	i	CCOC(=O)c1c(NC(=O)c2ccco2)sc2c1CCCC2
i	-2.1	i	CCN(c1ccccc1)S(=O)(=O)c1ccc(Oc2ccc(-n3ccnc3)cc2)nc1

(next part)
CHT block	Kir21 block	KCNQ2 block	structure
i	-0.89	i	CN1CCN(C(=O)C23CC4CC(C2)CC(c2ccccc2)(C4)C3)CC1
i	0.93	i	O=C(CSc1nc(-c2ccc(F)cc2)cc(C(F)(F)F)n1)NCc1ccco1
i	1.4	i	CC(=O)Nc1ccc(S(=O)(=O)N(Cc2cc3ccc(C)cc3[nH]c2=O)CC2CCCO2)cc1 (configuration not stated)
i	0.72	i	CSCCC(NC(=O)CCC(=O)OCC(=O)[C@@]1(O)CCC2[C@@H]3CCC4=CC(=O)C=C[C@]4(C)C3[C@@H](O)C[C@@]21C)C(=O)O (some centres not stated)
i	1.4	i	CC1=C(C(=O)Nc2ccccc2)C(c2ccc(C)o2)n2ncnc2N1 (configuration not stated)
i	0.56	i	O=C(Nc1cccc2ccccc12)/C(=C/c1cccc([N+](=O)[O-])c1)NC(=O)c1cccs1
i	-0.61	i	CC(=O)c1cccc(S(=O)(=O)N2CCN(c3ccccc3F)CC2)c1
i	1.6	i	O=C(Cc1cn2ccsc2n1)Nc1cccc2cnccc12
i	0.8	i	Cc1ccc(-c2nn(-c3ccccn3)c(=O)c3ccccc23)cc1C
i	-0.13	i	COc1ccc(OC)c(NC(=O)CSc2nc3ccccc3c(=O)n2CCNC(C)=O)c1
i	0.01	i	C=CCC1CCCCC12NC(=O)N(c1ccccc1)N2 (configuration not stated)
i	0.68	i	c1ccc(-n2nnnc2NC2CCCCC2)cc1
i	2.5	i	O=C(COC(=O)c1cccnc1)c1ccc(Cl)c(Cl)c1
i	0.59	i	COc1ccc(NC(=O)CN2CCC(C(N)=O)CC2)cc1
i	0.73	i	CN(C)S(=O)(=O)c1cccc(NC(=O)c2ccc(S(=O)(=O)N3CCCC3)cc2)c1
i	0.32	i	COc1cccc(SCC2CSc3nc4ccccc4c(=O)n32)c1 (configuration not stated)
i	0.16	i	CC1(C)Cc2cccc(OCC(=O)N3CCN(c4ccccc4)CC3)c2O1
i	1.9	i	CC(C)c1ccc(C(=O)NCCCNC(=O)c2cnccn2)cc1
i	1	i	CC1(C2CC2)NC(=O)N(CC(=O)Nc2ccccc2-c2ccccc2)C1=O (configuration not stated)
i	0.1	i	CCOC(=O)c1cnc2ccc(OCC)cc2c1N1CCN(c2ccccc2OC)CC1
i	0.09	i	CCCc1c(C)c(C#N)c2nc3ccccc3n2c1NCCCN1CCOCC1
i	0.15	i	Cc1ccccc1CSc1nnc(NC(=O)C2COc3ccccc3O2)s1 (configuration not stated)
i	-0.19	i	O=S1(=O)N=C2CCCN2C(c2ccc(F)cc2)N1 (configuration not stated)
i	-1.2	i	CN(Cc1ccccc1)C(=S)NC(=O)c1cccs1
i	0.03	i	COc1cc(C(=O)OCC(=O)Nc2sccc2C(N)=O)cc(OC)c1OC
i	-1.4	i	COc1cccc(CNC(=O)CCn2ccc3cc(S(=O)(=O)N4CCC(C)CC4)ccc32)c1
i	-0.54	i	COc1ccc(CC(=O)Nc2cccc3ncccc23)cc1OC
i	-0.64	i	CC(NC(=O)COc1ccc(/C=N/NC(=O)CO)cc1)c1ccccc1 (configuration not stated)
i	1.5	i	CC(C)C1Cc2[nH]c(=O)c(C(=O)O)cc2CO1 (configuration not stated)
i	1.6	i	COc1ccc(CCC(=O)Nc2ccc3c(c2)OCO3)cc1

Continuation:
CHT block	Kir21 block	KCNQ2 block	structure
i	0.57	i	Cc1cc(O)ccc1NC1=CC(=O)CC(C)(C)C1
i	-0.06	i	O=C(Cc1ccccc1F)Nc1nc2ccccc2[nH]1
i	0.05	i	Cc1ccc(C)c(S(=O)(=O)Nc2ccc(C(=O)NCC(c3ccco3)N3CCCCC3)cc2)c1 (configuration not stated)
i	-0.37	i	COc1ccc(N2C(=O)C3C(C2=O)C3(c2ccccc2)c2ccccc2)cc1 (configuration not stated)
i	1.8	i	CCN(CC(=O)NC1CCS(=O)(=O)C1)C(=O)C(c1ccccc1)c1ccccc1 (configuration not stated)
i	0.79	i	Cc1ccc(-c2cc(-c3ccc(C)o3)nc(N)c2C#N)cc1
i	0.36	i	Cc1ncc(CN2CCC(C(=O)Nc3cccc(-c4cscn4)c3)CC2)cn1
i	-0.94	i	CCOC(=O)C1=C(N)Oc2cc(O)ccc2C1c1ccc(F)cc1F (configuration not stated)
i	-0.62	i	COc1cccc(OC)c1C(=O)Nc1ccc(N2CCN(C(=O)c3ccco3)CC2)cc1
i	-0.43	i	CS(=O)(=O)N(CC(=O)NCc1ccccc1)c1ccc(Cl)cc1
i	-0.07	i	COC(=O)c1ccc(NC(=O)c2ccccc2NS(=O)(=O)c2ccccc2)cc1
i	2.5	i	O=C1CN(C(=O)COC(=O)CCCOc2ccccc2)c2ccccc2N1
i	-1.4	i	COc1cccc(Oc2coc3c(CN4CCOCC4)c(O)ccc3c2=O)c1
i	1.2	i	CCC(=O)Nc1ccc(N2CCOCC2)c(S(=O)(=O)Nc2ccc(OC)cc2)c1
i	-3.3	i	Cc1cc2c(cc1S(=O)(=O)NCc1ccccc1Cl)OCCN2C
i	-0.22	i	COc1ccc(C(=O)Nc2nc3ccccc3s2)c(OC)c1
i	0.66	i	COc1ccc(C(=O)NNC(=O)CSc2nnc(COc3ccc4ccccc4c3)n2C)cc1
i	0.93	i	CCOc1cc(/C=C(/C#N)C(=O)Nc2ccc(OC)cc2)ccc1OCc1ccc(C(=O)O)cc1
i	0.1	i	COC(=O)CN1C(=O)C(O)(CC(=O)c2ccc(C)cc2)c2cc(Br)ccc21 (configuration not stated)
i	4.5	i	O=C1c2ccccc2C(=O)N1c1cccc(-c2nc3ccccc3o2)c1
i	-0.48	i	CCN(CC)S(=O)(=O)c1ccc(NC2c3ccccc3C(=O)N2Cc2ccc3c(c2)OCO3)cc1 (configuration not stated)
i	-0.83	i	COc1ccc(NC(=O)CN(c2ccccc2)S(=O)(=O)c2ccccc2)c(OC)c1
i	0.13	i	CC(C)c1ccc(NC2CCCN(C(=O)c3ccc4nccnc4c3)C2)cc1 (configuration not stated)
i	0.52	i	O=c1nc(N2CCCC2)nc(N2CCCC2)[nH]1
i	1	i	Cc1cc(C)n(C(=O)c2sc3cc(F)ccc3c2Cl)n1
i	-0.5	i	Cc1ncc(CN2CCN(CCC(C)C)C(CCO)C2)s1 (configuration not stated)
i	-0.42	i	COc1ccc(OC)c(/C=N\NC(=O)CC(=O)NCCc2ccccc2)c1
i	1.1	i	COc1ccc(C(C(=O)NC2CCCC2)N(C(=O)c2snc(-c3ccc(F)cc3)c2N)c2ccc(F)cc2)cc1 (configuration not stated)
i	-2.2	i	COc1cccc(CNC(=S)Nc2cccc(Cl)c2C)c1
i	-1	i	COc1cccc(N/C(SC)=C(/C#N)C(N)=O)c1

Sorted by heavy-atom count (ascending): 7 of the compounds above
CHT block	Kir21 block	KCNQ2 block	structure
i	1.5	i	CC(C)C1Cc2[nH]c(=O)c(C(=O)O)cc2CO1 (configuration not stated)
i	1	i	Cc1cc(C)n(C(=O)c2sc3cc(F)ccc3c2Cl)n1
i	-0.94	i	CCOC(=O)C1=C(N)Oc2cc(O)ccc2C1c1ccc(F)cc1F (configuration not stated)
i	1	i	CC1(C2CC2)NC(=O)N(CC(=O)Nc2ccccc2-c2ccccc2)C1=O (configuration not stated)
i	0.07	i	Cc1ccc(NC(=O)c2oc3ccc(S(=O)(=O)N4CCOCC4)cc3c2C)c(C)c1
i	0.66	i	COc1ccc(C(=O)NNC(=O)CSc2nnc(COc3ccc4ccccc4c3)n2C)cc1
i	-0.48	i	CCN(CC)S(=O)(=O)c1ccc(NC2c3ccccc3C(=O)N2Cc2ccc3c(c2)OCO3)cc1 (configuration not stated)

Part of the list above, showing only Kir21 block and KCNQ2 block.
| Molecule | Kir21 block | KCNQ2 block |
| --- | --- | --- |
| COC(=O)c1ccc(NC(=O)c2ccccc2NS(=O)(=O)c2ccccc2)cc1 | -0.07 | i |
| O=C1CN(C(=O)COC(=O)CCCOc2ccccc2)c2ccccc2N1 | 2.5 | i |
| COc1cccc(Oc2coc3c(CN4CCOCC4)c(O)ccc3c2=O)c1 | -1.4 | i |

Next section
CHT block	Kir21 block	KCNQ2 block	structure
i	-9.6	i	CCN(CC)c1ccc2cc(C(C)=O)c(=O)oc2c1
i	-0.12	i	N/C(=N\NC(=O)c1cccc(F)c1)c1cc2ccccc2oc1=O
i	0.65	i	COc1cccc(NC(=O)N[C@@H](Cc2ccccc2)C(=O)O)c1
i	-0.01	i	Fc1cccc(Nc2nc3ccccc3n3nnnc23)c1
nt	0.26	i	COc1ccccc1-n1cnc2c(c1=O)c1nc3ccccc3nc1n2-c1ccc(C)c(C)c1
i	-0.15	i	Cc1ccc(Nc2ncc(C(=O)NCCCN3CCN(C)CC3)c3ccccc23)cc1Cl
i	0.14	i	Cc1ccc(C(=O)Nc2c(C(=O)N3CCOCC3)cnn2-c2ccccc2)cc1
i	0.08	i	C=CCn1c(-c2ccccc2)ccc(C#N)c1=O
i	0.29	i	Cc1ccc2cc(CN(Cc3ccc(F)cc3)Cc3nnnn3C3CCCC3)c(=O)[nH]c2c1
i	2.6	i	CN(C)c1cc(-c2ccc(Cl)cc2)oc(=O)c1Cl
i	-1	i	CCc1ccc(NC(=O)CSc2nc3c(c(=O)n(C)c(=O)n3C)n2C)cc1
i	-1.5	i	CCc1c(C)c(C#N)c2nc3ccccc3n2c1NCC1CCCO1 (configuration not stated)
i	-0.17	i	CCN(CC(=O)Nc1c(F)cccc1F)C(=O)c1ccc(N2C(=O)c3ccccc3C2=O)cc1
i	0.87	i	CCCOc1ccc(C(=O)CCN2CCCCC2)cc1
i	1.2	i	C/C(=N\NC(=O)c1c(C)nc2ccccn12)c1ccc(N2CCOCC2)cc1
i	-0.07	i	C/C(=N/NS(=O)(=O)c1ccc(F)cc1)c1ccncc1
i	-0.01	i	CS(=O)(=O)N1CCN(c2ccccc2NC(=O)c2ccc(-c3ccc(Cl)cc3Cl)o2)CC1
i	1.7	i	Cc1c(/C=C/C(=O)c2ccc(C(C)C)cc2)cnn1C
i	-0.16	i	CC(=O)N1CCc2cc(S(=O)(=O)CCC(=O)NCc3ccc(C)o3)ccc21
i	-2.3	i	O=C(CSc1ccc(Cl)cc1)Nc1ccc(N2CCN(C(=O)c3ccco3)CC2)cc1
i	0.19	i	COc1ccc(C(=O)NC(=O)Nc2ncccc2C)cc1
i	0.05	i	COc1ccc(CC(NC(C)=O)C(=O)NC2CCN(C(=O)c3ccc(OC)c(OC)c3)CC2)cc1OC (configuration not stated)

Screening results deposited in PubChem BioAssay by Johns Hopkins Ion Channel Center.
